Bcl-W Bim block – inhibitors of Bim binding to Bcl-W, primary screen, biochemical, multiplexed, bead-based flow cytometry | 190,000 compounds, 0.02% hits | inhibition, % at 10 µM | Bim peptide-Bcl-W binding | Bcl-2-like protein 2 (Homo sapiens), Q92843;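 note: 0% = bound tracer without compound and 100% = peptide blocker; higher means less fluorescent Bim peptide bound to Bcl-W beads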
Target sequence (Q92843 whole entry, looked up): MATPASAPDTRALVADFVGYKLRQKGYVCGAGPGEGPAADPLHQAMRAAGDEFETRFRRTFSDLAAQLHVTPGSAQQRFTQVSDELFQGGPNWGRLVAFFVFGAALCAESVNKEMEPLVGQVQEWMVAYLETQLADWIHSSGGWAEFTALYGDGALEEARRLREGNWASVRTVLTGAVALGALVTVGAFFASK
Bim-Mcl-1 – inhibitors of Bim peptide binding to Mcl-1, primary screen, biochemical, bead-based flow cytometry, multiplex | inhibition, % at 10 µM | Bim peptide-Mcl-1 binding | Induced myeloid leukemia cell differentiation protein Mcl-1 (Homo sapiens), Q07820 | 190,000 compounds, 0.1% hits;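 note: 0% = no compound tracer wells and 100% = peptide blocker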
Target sequence (Q07820 whole entry, looked up): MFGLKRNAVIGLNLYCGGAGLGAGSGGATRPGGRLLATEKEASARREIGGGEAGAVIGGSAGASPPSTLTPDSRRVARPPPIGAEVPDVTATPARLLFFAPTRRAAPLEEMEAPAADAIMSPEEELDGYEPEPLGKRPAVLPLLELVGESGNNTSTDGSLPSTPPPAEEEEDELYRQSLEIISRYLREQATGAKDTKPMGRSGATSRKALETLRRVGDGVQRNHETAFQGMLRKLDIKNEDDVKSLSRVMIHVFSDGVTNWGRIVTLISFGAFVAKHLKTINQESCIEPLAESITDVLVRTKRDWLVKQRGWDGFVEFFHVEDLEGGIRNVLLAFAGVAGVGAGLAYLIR
Bcl-2 Bim block – inhibitors of Bim-Bcl-2 binding, primary screen, biochemical, multiplexed, human Bcl-2 family; Apoptosis regulator Bcl-2 (Homo sapiens), P10415; Bead-based flow cytometry, Bim peptide-Bcl-2 binding; inhibition, % at 10 µM; 190,000 compounds, 0.06% hits; AID 950, 2007; in the data active = inhibition above about 40%; inconclusive = no clear call, values can overlap the other calls;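 note: 0% = no compound wells with probe peptide and 100% = reference peptide inhibitor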
Target sequence (P10415 whole entry, looked up): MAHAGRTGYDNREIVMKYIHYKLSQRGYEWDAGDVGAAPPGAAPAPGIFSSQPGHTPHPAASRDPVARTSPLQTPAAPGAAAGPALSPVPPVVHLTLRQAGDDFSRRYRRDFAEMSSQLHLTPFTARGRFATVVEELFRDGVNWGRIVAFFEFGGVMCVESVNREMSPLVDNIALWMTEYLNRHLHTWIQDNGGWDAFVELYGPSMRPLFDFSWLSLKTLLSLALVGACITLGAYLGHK
Bcl-XL Bim block – inhibitors of Bim-Bcl-XL binding, primary screen, biochemical, multiplexed, bead flow cytometry, human Bcl-XL; Bim peptide-Bcl-XL binding, fluorescence; Bcl-2-like protein 1 (Homo sapiens), Q07817; 190,000 compounds, 0.04% hits; inhibition, % at 10 µM; AID 1007, 2008
Target sequence (Q07817 whole entry, looked up): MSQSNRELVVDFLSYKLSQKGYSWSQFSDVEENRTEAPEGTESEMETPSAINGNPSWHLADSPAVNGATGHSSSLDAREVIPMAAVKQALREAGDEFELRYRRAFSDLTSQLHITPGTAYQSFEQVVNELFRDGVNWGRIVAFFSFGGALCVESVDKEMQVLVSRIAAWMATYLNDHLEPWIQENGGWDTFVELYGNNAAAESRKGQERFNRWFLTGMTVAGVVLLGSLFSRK
Bim-Bcl-B – inhibitors of Bim-Bcl-B binding, primary screen, biochemical, multiplexed, human Bcl-2 family | bead-based flow cytometry, Bim peptide-Bcl-B binding | inhibition, % at 10 µM | 190,000 compounds, 0.073% hits;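 note: 0% = tracer peptide without compound and 100% = reference inhibitor peptide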
ABCG2 block – ABCG2 efflux pump inhibitors, primary screen, multiplex with ABCB1, IgMXP3 cells, flow cytometry; 190,000 compounds, 0.1% hits; JC-1 efflux; AID 1325, 2008; inhibition, % at 6.6 µM;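 active = inhibition above 80%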;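 note: 0% = DMSO and 100% = nicardipine control wells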
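Incubation: cells with compound and JC-1, 10 min at 25 °C, rotating, no wash / Test system: IgMXP3 (ABCG2) plus far-red-tagged CCRF-Adr (ABCB1) cells / Compound dosing: one concentration, 6.6 µM final / Also added: JC-1 fluorescent substrate / Evaluation: efflux inhibition in percent versus controls / Detection: flow cytometry, 530 nm JC-1 signal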
RGS8-Gao – RGS8-Galphao binding modulators, primary screen, biochemical, multiplexed bead flow cytometry; response (percent of control binding), % at 10 µM; 220,000 compounds, 0.34% hits; actives lie on both sides; in the data active = response below about 60% or above about 140%; inactive = in between;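 note: Galphao activated as the GDP aluminium fluoride complex binding bead-coupled RGS8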
RGS4-Gao reg – modulators of RGS4 binding to Galphao, primary screen, biochemical, multiplexed bead flow cytometry; binding response (% of control), % at 10 µM; Guanine nucleotide-binding protein G(o) subunit alpha (Homo sapiens), P09471; 220,000 compounds, 0.33% hits; AID 1415, 2008; actives lie on both sides; in the data active = binding response below about 49% or above about 150%; inactive = in between;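 note: fluorescent Galphao activated with aluminum fluoride binding bead-coupled RGS4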
Bfl-1 Bim block – inhibitors of Bim binding to Bfl-1, primary screen, biochemical, multiplexed, bead-based flow cytometry. AID 1008, 2008. 190,000 compounds, 0.12% hits. inhibition, % at 10 µM. Bim-Bfl-1 binding inhibition;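 note: 0% = wells without compound plus tracer and 100% = blocker peptide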
ABCB1 block – ABCB1 efflux pump inhibitors, primary screen, cell-based, multiplex, flow cytometry, ABCG2 counter-screen | ATP-dependent translocase ABCB1 (Homo sapiens), P08183 | CCRF-Adr cells, JC-1 efflux | inhibition, % at 6.6 µM | 190,000 compounds, 0.067% hits | AID 1326, 2008; in the data active = inhibition above about 40%;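 note: 0% = vehicle and 100% = reference inhibitor; higher value means more JC-1 retained so stronger ABCB1 efflux block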
RGS7-Gao reg – RGS7-Galphao binding modulators, primary screen, biochemical, multiplexed bead flow cytometry; binding response (% of control), % at 10 µM; AID 1439, 2008; 220,000 compounds, 0.35% hits; actives lie on both sides; in the data active = binding response below about 49% or above about 150%; inconclusive = no clear call, values can overlap the other calls; inactive = in between;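 note: fluorescent Galphao held in activated GDP-AlF4 state binding bead-coupled RGS7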
Active calls of the source: *; u = inconclusive; x = no result given. Cut-off read from the data, not from the text of the source, unless noted: active = inhibition above about 40%.

SMILES	Bcl-W Bim block	Bim-Mcl-1	Bcl-2 Bim block	Bcl-XL Bim block	Bim-Bcl-B	ABCG2 block	RGS8-Gao	RGS4-Gao reg	Bfl-1 Bim block	ABCB1 block	RGS7-Gao reg
CCn1c(NCc2ccco2)nc2c1c(=O)n(C)c(=O)n2C	-3	-2	2	-7	-2	4	102	96	-4	0.2	99
C/C(CC(=O)Nc1ccc(N(C)C)cc1)=N\NC(=O)Cc1csc(N)n1	-1	-2	1	-4	-3	2	98	96	3	0.0	95
O=C(NCc1ccc(Cl)cc1)c1cc(-c2cccs2)on1	-5	-2	0	-5	-2	7	100	101	-2	1.1	102
Cc1noc(C)c1COc1cccc(C(=O)OCC(=O)NCCN2C(=O)CSC2=O)c1	-3	-4	1	-5	-6	20	101	102	-6	-0.6	101
CSc1ccc(CN(C)CC(=O)NC(C)c2ccccc2)cc1 (stereo unspecified)	0	1	-1	-1	0	12	113	108	-3	1.1	107
CC(=O)Nc1ccc(S(=O)(=O)NC(CC(=O)NCCc2ccccc2)C(C)C)cc1 (stereo unspecified)	-2	-3	0	-4	-3	3	97	102	-1	0.8	105
O=C(Cn1c(=O)oc2cc(S(=O)(=O)N3CCCC3)ccc21)N1CCN(c2ccccn2)CC1	-2	0	-7	-3	-7	-1	100	97	-8	0.0	99
COc1ccc(Cl)cc1NC(=O)CSc1nc(C)cc(C)n1	0	0	0	-1	-2	5	102	100	0	0.6	96
CN(CCc1cnn(C)c1)Cc1cn(C)nc1-c1ccc2c(c1)OCCO2	-1	-1	1	-1	-1	0	107	100	0	-0.1	98
COc1ccc2[nH]c(C(=O)O)c(CCC(=O)O)c2c1	-2	0	12	-1	15	1	100	99	5	0.1	100
COC(=O)c1ccc(Cc2ccccc2)o1	2	1	-7	-1	-5	4	106	106	-10	0.0	108
C=CCC(C#Cc1ccccc1)[N+](C)(C)CC=C (stereo unspecified)	1	1	-3	-2	-9	0	106	113	-8	-0.1	110
Nc1ncnc2c1C1(CCCCC1)Cc1ccccc1-2	0	0	1	1	1	6	100	103	0	0.3	101
Cc1cc(=O)oc2cc(OCC(O)CN3CCN(c4ccc(F)cc4)CC3)ccc12 (stereo unspecified)	x	x	u	x	x	7	99	97	x	0.3	93
CC1(C)CC(NCc2ccncc2)CC(C)(C)N1	-1	0	0	-3	-1	0	101	100	-3	0.2	u
O=C1[C@H](CC[C@H](O)c2ccc(F)cc2)[C@@H](c2ccc(O)cc2)N1c1ccc(F)cc1	1	0	2	0	3	x	104	101	0	x	106
CC(=O)Cn1cnc2sc(-c3ccccc3)cc2c1=O	4	-1	-9	-4	-5	2	102	100	-12	0.3	105
CC(C)CCSc1ncnc2c1oc1nc3c(cc12)COC(C)(C)C3	0	0	-7	-4	-6	4	104	102	-5	0.1	100
Cc1cc(C)c2c(NC(=O)CCl)nn(C)c2n1	1	0	-1	1	0	0	104	101	-5	-0.2	102
c1ccc2c(-c3cn4ccccc4n3)c[nH]c2c1	3	0	0	3	-7	2	115	121	-3	0.5	123
Cc1cc(NC(=O)COc2cccc(C)c2C)no1	3	0	-6	0	-6	4	100	106	-4	0.4	111
COc1ccccc1NC(=O)COc1ccccc1C(=O)Nc1ccccc1	0	2	-1	0	-1	16	97	94	-3	1.6	u
CC/C(=N\O)c1ccc(OC)c(OC)c1	-2	-2	-3	-5	-5	1	101	103	-7	0.2	108
Clc1ccccc1OCCn1ccnc1	0	0	-2	-3	-4	2	119	94	-1	0.1	96
O=C(CNC(=O)c1cccc(F)c1)N/N=C/c1cc(Br)ccc1OCc1ccccc1	-3	-4	-4	-6	-4	4	102	106	-1	0.4	100

The last five entries of the section before open the next one.
SMILES	Bcl-W Bim block	Bim-Mcl-1	Bcl-2 Bim block	Bcl-XL Bim block	Bim-Bcl-B	ABCG2 block	RGS8-Gao	RGS4-Gao reg	Bfl-1 Bim block	ABCB1 block	RGS7-Gao reg
Cc1cc(NC(=O)COc2cccc(C)c2C)no1	3	0	-6	0	-6	4	100	106	-4	0.4	111
COc1ccccc1NC(=O)COc1ccccc1C(=O)Nc1ccccc1	0	2	-1	0	-1	16	97	94	-3	1.6	u
CC/C(=N\O)c1ccc(OC)c(OC)c1	-2	-2	-3	-5	-5	1	101	103	-7	0.2	108
Clc1ccccc1OCCn1ccnc1	0	0	-2	-3	-4	2	119	94	-1	0.1	96
O=C(CNC(=O)c1cccc(F)c1)N/N=C/c1cc(Br)ccc1OCc1ccccc1	-3	-4	-4	-6	-4	4	102	106	-1	0.4	100
CCc1c(C)c2c(C)[nH]nc2oc1=O	1	2	-4	-3	-5	0	104	105	-11	0.1	105
O=C(Nc1ccc(COc2ccccc2)cc1)c1cccc([N+](=O)[O-])c1	0	-5	-6	-3	-1	4	107	97	0	0.4	98
CCCc1cc(C(=O)O)c2ccccc2n1	1	-5	0	6	2	0	111	114	2	-0.1	108
COC(=O)C(C)Sc1ccc2nnc(CCNS(=O)(=O)c3ccccc3)n2n1 (stereo unspecified)	-3	-1	-2	-2	-7	4	102	98	-4	0.3	99
O=C(NCc1ccco1)c1noc2c1CCCC2	-4	-8	-10	-6	-9	12	90	94	-7	1.7	100
O=C1c2ccccc2C(=O)N1CCCn1nnc(-c2ccc(N3CCOCC3)cc2)n1	-1	-2	-9	-7	-8	16	98	102	-16	1.1	98
Cc1nn(C(C)C)c(C)c1CN1CCCC(C(=O)c2cccc(OC(C)C)c2)C1 (stereo unspecified)	-2	-1	-4	-1	-1	0	103	104	-6	0.1	100
CCOC(=O)Cc1nc2cc(Cl)ccc2o1	-2	1	-3	1	0	0	101	95	-5	0.1	97
CN(C(=O)CN1CCC(NC(=O)C2CCCCC2)CC1)C1CCCCC1	1	1	0	0	0	3	98	101	0	1.1	99
Cc1ccc(CNC(=O)CNS(=O)(=O)c2ccc3nc(C)sc3c2)cc1	-2	-5	-5	-4	-4	2	95	95	-7	-0.1	90
CCOc1ccc(-n2c(SCC(N)=O)nc3c([nH]c4ccccc43)c2=O)cc1	-1	-4	-4	-1	-3	6	106	100	-2	1.0	100
Cc1cccc(OCC(=O)NN2C(=O)C3C4C=CC(O4)C3C2=O)c1 (stereo unspecified)	-3	2	0	1	0	2	98	101	-9	0.1	u
N#CC1=C2SCC(O)(c3ccccc3)N2C(=O)CC1c1cccs1 (stereo unspecified)	-2	-7	-12	-11	-10	13	101	103	-20	-0.9	104
COc1cc(S(=O)(=O)N2CCCCCC2)ccc1-n1cnnn1	3	3	1	-1	0	3	101	107	0	0.7	104
CCc1ccc(NC(=O)c2ccc3nc(N)sc3c2)cc1	0	0	0	-5	-1	1	98	102	-1	0.0	103
CCNC(=S)N/N=C(\C)c1ccc2ccccc2c1OC(F)F	-1	-3	-6	-1	-1	2	99	95	-3	-0.7	98
O=C(N/C(=C/c1ccc(Br)cc1)C(=O)N1CCCC1)c1ccccc1F	-1	-2	2	-2	-2	2	104	105	0	0.7	103
O=C1C=CC(=O)N1CCNc1ncc(C(F)(F)F)cc1Cl	1	-9	2	0	0	3	83	96	-6	-0.4	93
O=C(Cc1ccc(Cl)c(Cl)c1)Nc1ccc(SC(F)F)cc1	1	0	1	-4	-3	8	111	102	4	0.4	107
Cc1cccc2cc(CN(CCCO)C(=O)Nc3ccc(Cl)cc3)c(=O)[nH]c12	-3	-6	-9	-11	-10	45	104	101	-27	1.1	101
COc1ccc(CC(=O)NCc2nnc(SCCOc3ccccc3)n2C)cc1	-3	-1	-12	-1	-9	-1	94	89	-15	0.3	92
CCOC(=O)C(=CNc1cc(C)ccc1C)C(=O)OCC	-3	-4	-13	-11	-7	43	102	101	-18	1.2	99
CCn1cc(/C=N/NS(=O)(=O)c2ccc(C)cc2)c(C)n1	4	1	-4	-2	-5	4	104	100	-3	0.1	102
Cc1nn(Cc2cccc(C(=O)NC3CCCCC3)c2)c(C)c1Cl	-2	0	-3	-3	-1	3	108	109	0	1.2	112
O=C(COc1ccc2ccc(=O)oc2c1)N1CCc2ccccc21	-3	-1	-9	-4	-8	5	99	100	-9	0.7	u
SMILES	Bcl-W Bim block	Bim-Mcl-1	Bcl-2 Bim block	Bcl-XL Bim block	Bim-Bcl-B	ABCG2 block	RGS8-Gao	RGS4-Gao reg	Bfl-1 Bim block	ABCB1 block	RGS7-Gao reg
Cc1ccc(NN=C2c3ccccc3-c3ccccc32)cc1	-6	-8	-5	-6	-7	4	95	98	0	-0.2	96
OCCOc1ccc(C2=NCCO2)cc1	0	-1	1	0	-1	1	106	100	0	0.3	96
Cc1c(C(=O)OCc2ccccc2)[nH]c2c1C(=O)CC(c1ccco1)C2 (stereo unspecified)	-6	-1	0	-11	-6	18	95	90	-12	1.0	90
CCCOc1ccc(OCCCCNC(C)CC)cc1 (stereo unspecified)	0	-2	-11	-7	-6	3	105	101	-19	-0.1	96
O=C(CCN1C(=O)c2ccccc2C1=O)N1CCN(c2ccccn2)CC1	0	0	-8	-5	-13	1	101	102	-15	0.6	98
S=c1[nH]nc(C2CCCCC2)n1/N=C/C=C/c1ccccc1	2	-4	5	0	-10	-1	96	99	11	-0.5	101
Cc1ccc(O)c(NC(=O)CSc2n[nH]c(C)c2[N+](=O)[O-])c1	0	1	-1	-2	-5	-4	101	100	-4	-1.4	u
COc1ccc(S(=O)(=O)Nc2ccc(N3CCOCC3)cc2)cc1[N+](=O)[O-]	2	1	3	1	6	16	99	101	-1	2.2	97
O=C(Nc1cc(C(F)(F)F)ccc1Cl)C(NCc1ccccc1)c1ccccc1 (stereo unspecified)	-4	-5	-3	-8	-8	12	84	94	-2	1.2	92
C=CSc1sc(Cl)c(N2CCOCC2)c1[N+](=O)[O-]	-1	0	-3	-3	-6	4	102	100	-3	1.0	100
N=C(N)Cc1ccccc1Sc1ccccc1	-6	-5	-6	0	-5	6	102	98	-3	0.8	99
CCN(CCCNC(=O)CN(C)S(=O)(=O)c1cccc2nsnc12)c1cccc(C)c1	7	0	-6	-5	-5	11	x	x	-6	0.9	x
N#Cc1cccc(NC(=O)Cn2c3[n+](c4ccc(C(F)(F)F)cc42)CCCCC3)c1	-3	-3	-4	-4	-5	0	96	89	-10	0.1	93
O=C(NCCOCCOCCNC(=O)c1cccnc1)c1cccnc1	-2	0	-6	4	-6	-1	102	100	-10	0.8	98

Assay outcomes: PubChem, NMMLSC
